# Assay outcomes as filed in PubChem.
# HTRA1 inhibitor: HTRA1 serine protease inhibitors, primary screen, biochemical, fluorescence polarization, HTS | inhibition, % at 5.96 µM | recombinant HTRA1, FP-rhodamine activity-based probe | Q92743 | actives 0.5% (n = 340,000); in the data active means inhibition above about 36%;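 further: 0% = enzyme with DMSO and 100% = wells lacking enzyme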
# Rev-erbA mod: modulators of Rev-erb alpha DNA binding, primary screen, biochemical, FITC-DNA, fluorescence polarization, uHTS; activity, % at 10 µM; AID 1259318, 2017; actives 0.79% (n = 370,000); Rev-erbα–FITC-DNA binding, 90 min; Nuclear receptor subfamily 1 group D member 1 (Homo sapiens), P20393;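 active means activity above about 14%, limit read from the data; passing the limit was not always enough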;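 further: 0% = DMSO wells with 35 nM protein and 100% = DMSO wells with 750 nM protein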
# SIAE inh: human SIAE inhibitors, primary screen, biochemical, fluorescence polarization, FP-Rh probe, 1536-well HTS; SIAE FP-Rh probe binding; inhibition, % at 9.66 µM; actives 0.69% (n = 370,000); AID 1053197, 2014;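 active means inhibition above a cutoff: mean of compounds within the control limits plus 3 SD of those, cut at about 17% in these data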;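 further: 0% = plate median of compound wells and 100% = probe without SIAE protein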
# PG9 Ab binder: binders of HIV-1 gp120 antibody PG9, primary screen, biochemical, TR-FRET; TR-FRET gp120-PG9 antibody binding; actives 0.43% (n = 360,000); HIV-1 gp120 / PG9 antibody interaction; inhibition, % at 6.7 µM; AID 624416, 2012; in the data active means inhibition above about 8.5%
# TCR CD3 inh: inhibitors of human TCR-CD3 interaction, primary screen, biochemical, fluorescence, TAMRA-labeled TCR probe; inhibition, % at 9.4 µM; actives 0.37% (n = 360,000); in the data active means inhibition above about 19%;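 further: recombinant mutant TCR 2C K166C tagged with TAMRA read by polarization; 0% = receptor in buffer alone and 100% = receptor with positive control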
# TDP2 inh: human TDP2 enzyme inhibitors, primary screen, biochemical, epi absorbance, recombinant enzyme. Tyrosyl-DNA phosphodiesterase 2 (Homo sapiens), O95551. T5PNP hydrolysis, p-nitrophenol absorbance 415 nm. inhibition, % at 12.8 µM. actives 0.34% (n = 370,000). AID 720702, 2013;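 active means inhibition above the mean of all tested compounds plus 3 SD, set per campaign, cut at about 25% in these data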;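 further: 0% = DMSO with enzyme and 100% = buffer with substrate but no TDP2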
# Target sequence (O95551 whole entry, looked up): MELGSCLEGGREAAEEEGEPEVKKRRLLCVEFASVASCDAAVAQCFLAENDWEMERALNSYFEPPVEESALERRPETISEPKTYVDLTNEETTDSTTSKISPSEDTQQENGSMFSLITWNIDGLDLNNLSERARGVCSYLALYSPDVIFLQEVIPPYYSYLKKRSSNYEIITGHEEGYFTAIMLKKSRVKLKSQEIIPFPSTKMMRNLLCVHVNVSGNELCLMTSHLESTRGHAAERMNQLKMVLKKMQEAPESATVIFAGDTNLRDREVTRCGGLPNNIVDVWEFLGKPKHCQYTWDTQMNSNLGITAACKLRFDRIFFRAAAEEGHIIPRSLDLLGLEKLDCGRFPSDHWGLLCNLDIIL
#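 Test system: human TDP2 enzyme; Input: 120 nM TDP2 per well; Buffer or medium: Mg2+-containing Tris-HCl buffer, pH 7.5; Reagent: 5 mM T5PNP; Dosing: 12.8 µM single point, 1% DMSO; Incubation: reaction 2 h, 37 °C; Detection: p-Nitrophenol epi absorbance; Read-out: % inhibition relative to enzyme-containing and enzyme-free wells; Replicates: single well per compound.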
# PRMT1 inh: PRMT1 methyltransferase inhibitors, primary screen, biochemical, fluorescence polarization | Protein arginine N-methyltransferase 1 (Homo sapiens), Q99873 | recombinant PRMT1, activity-based probe fluorescence polarization | inhibition, % at 2.79 µM | actives 1.3% (n = 370,000) | AID 652257, 2013;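 active means inhibition above about 21% made by adding two undisclosed values, limit read from the data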
# Target sequence (Q99873 whole entry, looked up): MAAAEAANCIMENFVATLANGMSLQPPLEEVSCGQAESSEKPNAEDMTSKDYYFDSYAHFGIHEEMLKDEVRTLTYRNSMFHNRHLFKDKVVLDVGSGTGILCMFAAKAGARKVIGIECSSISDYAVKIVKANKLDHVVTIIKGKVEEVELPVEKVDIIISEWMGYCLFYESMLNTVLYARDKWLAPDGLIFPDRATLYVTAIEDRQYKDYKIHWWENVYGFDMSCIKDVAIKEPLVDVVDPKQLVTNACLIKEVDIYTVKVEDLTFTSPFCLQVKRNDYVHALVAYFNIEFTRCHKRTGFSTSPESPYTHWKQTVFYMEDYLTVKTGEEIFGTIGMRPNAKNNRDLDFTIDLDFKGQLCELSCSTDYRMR
# mABHD4 FP: ABHD4 inhibitors, primary screen, biochemical, fluorescence polarization, mouse. AID 720543, 2013. inhibition, % at 8.92 µM. purified mABHD4, FP-Rh probe fluorescence polarization. (Lyso)-N-acylphosphatidylethanolamine lipase (Mus musculus), Q8VD66. actives 0.54% (n = 370,000);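 active means inhibition exceeding the mean over every tested compound plus 3 SD, cut at about 30% in these data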;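 further: 0% = plate median of compound wells and 100% = S159A mutant with DMSO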
# Target sequence (Q8VD66 whole entry, looked up): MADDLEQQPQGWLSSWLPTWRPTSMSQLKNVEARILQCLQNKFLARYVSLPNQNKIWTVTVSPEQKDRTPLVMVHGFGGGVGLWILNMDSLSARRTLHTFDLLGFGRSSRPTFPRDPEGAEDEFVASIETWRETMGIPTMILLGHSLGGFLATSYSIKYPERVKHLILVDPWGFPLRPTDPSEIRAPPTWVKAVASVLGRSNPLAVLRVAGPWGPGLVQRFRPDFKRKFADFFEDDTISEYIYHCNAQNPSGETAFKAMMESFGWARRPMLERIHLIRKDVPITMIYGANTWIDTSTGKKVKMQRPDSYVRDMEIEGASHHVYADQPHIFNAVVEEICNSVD
#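 Test system: mABHD4 protein; Read-out basis: % inhibition; Incubation: 45 min + 60 min at 25 °C; Repeats: single replicate; Technique: fluorescence polarization with parallel and perpendicular emission, 525/598 nm; Compound: 8.92 µM, single dose; Benchmarks: full inhibition S159A mutant plus DMSO, zero as sample-well median.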
# LEDGF integ inh: blockers of LEDGF/p75-dependent integrase strand transfer – biochemical, TR-FRET, high throughput, primary screen. TR-FRET IN-LEDGF/p75 DNA integration, Eu/Cy5. AID 743269, 2014. inhibition, % at 3.7 µM. actives 0.64% (n = 370,000). HIV-1 integrase (with human LEDGF/p75);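 active means inhibition above the screen-wide mean plus 3 SD, cut at about 13% in these data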;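 further: signal is the Cy5 over europium emission ratio at 671 and 618 nm; 0% = plate median of compound wells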
# rCAG RNA binder: binders of r(CAG) RNA repeats, primary screen, biochemical, fluorescence; actives 1.3% (n = 370,000); inhibition, % at 3 µM; r(CAG) RNA repeat, TO-PRO-1 dye displacement fluorescence;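 active means inhibition above the plate cutoff, the mean of all test compounds on that plate plus 3 SD, cut at about 35% in these data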;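 further: 0% = DMSO alone and 100% = 100 µM mitoxantrone as full dye displacement; higher means more dye released from RNA so lower well fluorescence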
# The depositor's hits bear a star; . = not tested or not shown.
smiles	HTRA1 inhibitor	Rev-erbA mod	SIAE inh	PG9 Ab binder	TCR CD3 inh	TDP2 inh	PRMT1 inh	mABHD4 FP	LEDGF integ inh	rCAG RNA binder
O=c1ccc(Cc2ccc(Cl)cc2)n[nH]1	5	-1	4	-0.9	-3	7	-2	8	-2	1
CCOC(=O)C1=C(O)/C(=C\c2ccc(CNS(=O)(=O)c3ccc(Br)cc3)o2)N=C1C	18	3	18*	-7.5	0	-3	34*	23	22*	37*
CCCCCCCCNS(=O)(=O)CCNCc1ccccc1OC	-10	3	-1	0.3	-2	-4	0	2	1	1
COc1ccccc1S(=O)(=O)N(C)C[C@@H]1OCc2cnnn2CCCC(=O)N([C@H](C)CO)C[C@H]1C	8	-1	6	0.2	0	-1	3	-4	2	3
Cn1c(=O)oc2cc(S(=O)(=O)NC3CCN(Cc4ccccc4)CC3)ccc21	-6	1	2	0.3	-13	-8	2	-7	0	3
CCOc1ccc(N(Cc2cc3cc(OC)ccc3[nH]c2=O)C(=O)C2CCCO2)cc1 (stereo not given)	-2	2	8	-3.4	-1	0	-1	4	-1	-5
CC(=O)C1=CCC(c2ccccc2Cl)N(S(=O)(=O)c2ccc(C)cc2)C1 (stereo not given)	.	2	8	-1.2	-2	4	3	-11	-1	3
O=C(c1ccc(Br)c(S(=O)(=O)N2CCOCC2)c1)N1CCN(C/C=C/c2ccccc2)CC1	2	10	4	0.7	-10	4	2	0	-4	1
COc1ccc(N/N=C(/C#N)S(=O)(=O)c2nsc(C)c2C#N)cc1	7	-2	3	-0.3	-7	-4	0	6	2	33
CN(CCc1ccccn1)C(=O)CCC1CCCN(C(=O)c2ccc3c(c2)OCCO3)C1 (stereo not given)	-3	-4	9	1.3	2	0	-1	-4	5	-9

# Brought forward from above: 2 compounds, followed by the next part.
smiles	HTRA1 inhibitor	Rev-erbA mod	SIAE inh	PG9 Ab binder	TCR CD3 inh	TDP2 inh	PRMT1 inh	mABHD4 FP	LEDGF integ inh	rCAG RNA binder
COc1ccc(N/N=C(/C#N)S(=O)(=O)c2nsc(C)c2C#N)cc1	7	-2	3	-0.3	-7	-4	0	6	2	33
CN(CCc1ccccn1)C(=O)CCC1CCCN(C(=O)c2ccc3c(c2)OCCO3)C1 (stereo not given)	-3	-4	9	1.3	2	0	-1	-4	5	-9
CC(C)C(OC(=O)Cn1nnc2ccccc21)C(=O)NC1CCCC1 (stereo not given)	-6	2	-6	-0.7	-10	1	1	0	0	-6
COc1ccc(NC(=O)C2CC(=O)OC23CCCCC3)cc1 (stereo not given)	-4	-6	1	-1.9	2	3	2	6	0	0
COc1ccc(NC(C)=O)cc1CNC(=O)COc1c(C)c(C)cc(C)c1C	-14	-1	6	-2.1	-8	-4	1	-3	1	-2
COc1cccc(C(C(=O)NC2CCCC2)N(Cc2ccc(C)cc2)C(=O)c2ccco2)c1OC (stereo not given)	-3	3	0	-2.6	6	-14	-2	-1	5	-3
CCOC(=O)c1c(-c2ccc(F)cc2)csc1NC(=O)C1CC=CCC1C(=O)O (stereo not given)	-5	-1	-3	0.9	7	-15	7	-11	-1	34
COc1cccc(N(CC(=O)NCC2CCCO2)C(=O)CNS(=O)(=O)c2ccccc2)c1 (stereo not given)	1	5	-9	-1.1	2	1	0	-3	-8	-3
CCCCOC(=O)Nc1nc2ccc([N+](=O)[O-])cc2s1	.	-1	-9	-0.8	8	-8	-1	0	3	0
Cc1ccccc1-n1ncc2c(SCC(=O)NC3CCCC3)ncnc21	3	-3	-3	-1.4	4	-8	-2	0	1	-8
COCc1nnc(NC(=O)c2ccc(S(=O)(=O)N3CCCCCC3)cc2)o1	5	-1	-6	-0.1	-7	2	-1	8	0	12
Cc1ccc(C)c(S(=O)(=O)NCc2ccc(C(=O)N3CCN(c4ccccc4)CC3)cc2)c1	-8	2	3	-0.4	-4	9	3	5	0	-6
O=C(O)c1ccc(Cn2ccc3ccccc32)o1	3	1	6	0.9	-12	6	7	15	-4	11
COc1ccc(Cl)cc1NC(=O)c1cccc([N+](=O)[O-])c1O	-3	-4	-3	0.5	-11	-20	0	5	4	6
CCOC(=O)C1=C(C)N=C2SC(C)C(=O)N2C1c1ccc(OC(C)=O)c(OC)c1 (stereo not given)	0	1	4	0.2	1	1	2	-3	-1	-1
COC(=O)C1(C)NC(c2cccs2)C2C(=O)N(c3ccccc3F)C(=O)C21 (stereo not given)	2	-3	-2	0.8	2	-2	-1	5	-2	5
Nc1cc(N)nc(SCC(=O)Nc2ccccc2N2CCOCC2)n1	4	9	-3	0.4	1	10	-1	3	0	-2
O=C(O)C1C2CCC(C2)C1C(=O)NCCCn1ccnc1 (stereo not given)	3	1	2	0.3	-5	-6	-1	-1	-2	2
CN(CC(=O)Nc1ccccc1Br)C(=O)c1sccc1-c1ccccc1	-12	4	2	0.3	-9	10	4	-9	0	1
O=C(NC(=S)NNC(=O)c1ccccc1[N+](=O)[O-])c1ccc(Br)cc1	-1	-2	13	0.6	6	14	2	-6	5	6
COCC(=O)N1CCC(Oc2ccc(C(=O)NC(C)c3nc(C)sc3C)cc2)CC1 (stereo not given)	4	-9	7	-1.1	0	7	-4	-2	3	-5
Cc1cc(C)nc(SCC(=O)OCC(=O)Nc2nc3ccccc3s2)n1	-2	-4	-3	-1.9	5	-1	3	1	4	3
CC(C)(C)NC(=O)C(c1ccnc2ccccc12)n1c(=O)c(-c2ccco2)nc2ccccc21 (stereo not given)	.	8	-2	2.1	-3	-3	11	5	3	36*
CCCCOC(=O)c1ccc(NC(=O)C(=O)NCCN(CC)CC)cc1	3	-4	-3	0.8	-8	4	2	-3	1	-2
CC1CC(C)CN(C(=O)/C=C/c2ccc(S(=O)(=O)N3CCOCC3)cc2)C1 (stereo not given)	3	-1	4	-0.7	3	11	0	-9	2	0
Cc1cc(NS(=O)(=O)c2ccc(NC(=O)CSc3nnc(-c4ccccn4)n3Cc3ccco3)cc2)nc(C)n1	.	10	1	.	.	-1	2	1	-1	22
CCn1c(=NC(=O)CS(=O)(=O)c2ccccc2)sc2cccc(OC)c21	-33	5	0	3.5	7	8	2	-3	-2	4
Cc1nn(C2CCS(=O)(=O)C2)c(C)c1CN(C)C(=O)c1cccc(Cl)c1 (stereo not given)	-1	3	-1	0.7	-11	6	2	-1	-5	-2
CC(=O)Nc1ccc(SCC(=O)Nc2ccccc2N2CCOCC2)cc1	-1	-8	-2	-2.9	6	-9	0	1	-5	-1
COc1ccc2nc(SCC(=O)N3CC(=O)Nc4ccccc43)c(C#N)cc2c1	-24	-3	-9	-0.1	6	-10	1	6	-2	7
Cc1cnc(NC(=O)c2c(-c3ccccc3)noc2C)s1	-2	2	-3	-0.6	5	-12	0	-4	3	0
Nc1ccc(N=Nc2ccc(O)cc2)c(N)n1	-3	12	-4	-17	-5	-20	6	12	-13	3
CC(C)(C)CNc1cc(N2CCOCC2)ccc1[N+](=O)[O-]	-16	4	3	-1.9	3	-2	-1	3	2	-4
Cc1ccc(S(=O)(=O)N2CCCC(N3CCOCC3)C2)cc1Cl (stereo not given)	3	2	-3	-0.5	-4	-16	11	-4	-3	-1
OCc1cccc(-c2csc(C(O)c3ccco3)n2)c1 (stereo not given)	.	-5	6	0.3	-4	4	8	3	4	8
CCOc1ccc2[nH]c(=O)c(CN(Cc3nnnn3CCc3ccccc3)CC3CCCO3)cc2c1 (stereo not given)	-6	-1	0	-2.5	4	7	-1	0	-2	-1
N#Cc1nc(-c2ccccc2Cl)oc1NCc1ccco1	-33	1	0	-1.5	3	6	-1	-4	6	3
Cc1ccc(/C=N/NC(=O)Cn2nnc(N)n2)o1	.	-2	-2	1.3	0	11	-2	0	0	0
CCn1c(O)c(/C=C2\C=Nc3ccccc32)sc1=Nc1ccccc1	-6	.	3	-0.5	2	-3	0	6	0	7
NNc1nc(-c2ccccc2)cc(-c2ccc(Br)cc2)n1	-23	-1	-7	-1.8	-9	11	3	-3	-4	5
O=c1c(-c2ccc(F)cc2)[n+]([O-])c2ccccc2n1OCc1ccccn1	5	1	0	-2.4	4	-3	-2	-4	3	3
O=C1c2ccccc2C(=O)N1CC(O)COc1ccc(Cl)cc1 (stereo not given)	-6	4	7	-6.4	0	-1	-1	-1	0	-6
O=C(O)CN1CCN(Cc2ccccc2)C1=O	-3	-1	-1	-1.7	0	-3	0	6	-1	-1
Cc1ccc2c(c1)N(CCC(=O)NCc1ccco1)C(=O)CO2	7	1	1	1.0	-8	-6	2	-5	0	-4
Nc1nc(SCC(=O)Nc2ccc([N+](=O)[O-])cc2)n[nH]1	3	-3	3	-1.2	10	-12	-7	0	-1	-2
COc1ccc(-n2nc(C(=O)NCC(=O)NCc3ccccc3OC)c3ccccc3c2=O)cc1	-4	4	3	0.8	3	6	-3	4	4	-2
Cc1cc(C)n(-c2ccc(C(=O)N3CCN(S(=O)(=O)c4ccc(C(C)C)cc4)CC3)cc2)n1	7	-1	-7	-2.1	-7	-4	-6	-4	2	-3
CC(=O)N1C(=O)/C(=C2\SC(=S)N(NS(=O)(=O)c3ccc(C)cc3)C2=O)c2ccccc21	13	9	7	-2.0	-3	7	14	11	-1	15
CCCCCn1c(N)c(-c2nc3ccccc3o2)c2c([N+](=O)[O-])nn(C)c(=O)c21	0	-39	2	0.7	1	-11	-1	-1	-3	2
O=C(NCCN1CCCCC1)Nc1cccc(F)c1	3	1	-5	-2.9	5	-3	-1	2	2	-1
N#CCC(=O)Nc1ccc(C(=O)N2CCN(c3ccccn3)CC2)cc1	-5	-1	-3	0.0	3	-6	0	3	-4	5
CCC(C(=O)NCCN1CCOCC1)n1nc(C)n2c(cc3sccc32)c1=O (stereo not given)	2	9	0	-2.2	-4	-6	-3	0	1	0
Cc1ccc(NC(=O)CSc2nnc(C)n2C2CC2)cc1S(=O)(=O)N1CCOCC1	6	-3	-1	-1.2	2	-2	7	-7	-8	2
Cc1cccc2c1cnn2C(=O)CCC(=O)NCc1ccc(F)cc1	-1	-2	-2	3.3	-7	10	1	9	-1	2

# These rows are one share of the data (hit frequency here may not be typical).
